OXTR agonist: agonists of human oxytocin receptor | AID 2435 | activation, % at 3 µM | 320,000 tested, 0.32% active | CHO-OTR cells, Fluo-8 calcium fluorescence; normalized: DMSO 0%, oxytocin 100%;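 active = activation above the mean of all tested compounds plus 3 SD, cutoff set per screening run, cut at about 20% in these data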;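 also: peak over basal fluorescence ratio from a 100 s FLIPR kinetic read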
Target sequence (P30559 whole entry, looked up): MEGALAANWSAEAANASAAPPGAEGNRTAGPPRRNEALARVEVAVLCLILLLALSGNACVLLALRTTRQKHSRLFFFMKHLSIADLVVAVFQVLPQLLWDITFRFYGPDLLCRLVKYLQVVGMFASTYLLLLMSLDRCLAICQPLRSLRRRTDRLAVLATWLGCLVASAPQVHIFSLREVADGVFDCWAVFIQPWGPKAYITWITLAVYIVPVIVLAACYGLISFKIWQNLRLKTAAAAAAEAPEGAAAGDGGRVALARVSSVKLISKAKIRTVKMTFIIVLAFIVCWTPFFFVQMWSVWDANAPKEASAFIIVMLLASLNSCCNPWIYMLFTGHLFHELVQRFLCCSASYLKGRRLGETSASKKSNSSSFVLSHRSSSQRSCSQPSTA
MEKK3 PB1 HTS: raises or lowers MEK5 binding to the human MEKK3 PB1 domain; binding response (% of control), % at 10 µM; AID 1529; Q99759; 290,000 tested, 1.4% active; bead-based flow cytometry, Alexa488-MEK5 binding to MEKK3; actives lie on both sides; 0 = blocked by unlabeled MEK5, 100 = vehicle;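 active = binding response more than 3 SD above or below the average of its plate-row segment, actives on both sides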;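 also: Alexa488 bead fluorescence after subtracting the streptavidin-only scavenger bead signal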
MEKK2 mut-MEK5: signal of MEK5 binding to mutant human MEKK2 PB1 domain; bead flow cytometry, Alexa488-MEK5 binding to MEKK2 mutant; percent response, % at 10 µM; 290,000 tested, 0.35% active; in the data active = percent response above about 24%, passing the limit was not always enough; also: inactives centre near 1; some results filed as inactive read as strong as hits; reference of the scale not given here
MEKK2 WT-MEK5: raises or lowers MEK5 binding to wildtype human MEKK2 PB1 domain. Q9Y2U5. bead flow cytometry, Alexa488-MEK5 binding to MEKK2 WT; actives lie on both sides. binding response (% of control), % at 10 µM. 290,000 tested, 1.1% active. AID 1531; in the data active = binding response below about 67% or above about 130%
GPR7 antagonist: antagonists of human GPR7 (neuropeptides B/W receptor 1); GPR7-expressing cells, fluorescence antagonist assay; P48145; inhibition, % at 4.4 µM; 290,000 tested, 1.1% active; in the data active = inhibition above about 16%, passing the limit was not always enough;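 also: cells stimulated with the agonist NPW; 0% = agonist with vehicle and 100% = vehicle without agonist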
PHOSPHO1 inh: PHOSPHO1 (human) inhibition. inhibition, % at 13.3 µM. Q8TCT1. recombinant PHOSPHO1, absorbance phosphatase assay. 290,000 tested, 1.1% active; in the data active = inhibition above about 60%
Target sequence (Q8TCT1 whole entry, looked up): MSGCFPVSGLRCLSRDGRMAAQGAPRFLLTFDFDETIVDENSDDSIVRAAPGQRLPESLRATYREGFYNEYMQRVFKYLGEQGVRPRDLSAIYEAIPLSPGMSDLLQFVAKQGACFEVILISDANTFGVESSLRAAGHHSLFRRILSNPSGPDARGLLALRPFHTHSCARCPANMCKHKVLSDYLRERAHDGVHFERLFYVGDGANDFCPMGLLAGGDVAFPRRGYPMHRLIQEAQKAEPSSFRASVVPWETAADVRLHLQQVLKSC
GalR3 antagonist: blocks the human galanin receptor 3; 360,000 tested, 0.44% active; O60755; HEK293 GalR3-CNG cAMP membrane potential fluorescence; galR3 body fused to GalR1 C-terminus; inhibition, % at 3 µM; AID 651719;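 active = inhibition above the screen-wide average plus 3 SD, cut at about 13% in these data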;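 also: forskolin and galanin both at EC90 stimulate the cells; cAMP rise reported by CNG channel membrane potential dye signal; 0% = forskolin plus galanin with DMSO and 100% = forskolin alone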
V1R ag counter: counter-screen for oxytocin receptor agonists: human V1a receptor agonists | CHO-V1R cells, Fluo-8 calcium fluorescence, agonist mode; 0% DMSO, 100% 3 nM vasopressin | AID 2797 | 320,000 tested, 0.25% active | activation, % at 3 µM;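 active = activation above the mean activation of all tested compounds plus 3 SD, per screening run, cut at about 20% in these data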;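 also: signal is peak over basal fluorescence ratio across a 100 second FLIPR read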
Target sequence (P37288 whole entry, looked up): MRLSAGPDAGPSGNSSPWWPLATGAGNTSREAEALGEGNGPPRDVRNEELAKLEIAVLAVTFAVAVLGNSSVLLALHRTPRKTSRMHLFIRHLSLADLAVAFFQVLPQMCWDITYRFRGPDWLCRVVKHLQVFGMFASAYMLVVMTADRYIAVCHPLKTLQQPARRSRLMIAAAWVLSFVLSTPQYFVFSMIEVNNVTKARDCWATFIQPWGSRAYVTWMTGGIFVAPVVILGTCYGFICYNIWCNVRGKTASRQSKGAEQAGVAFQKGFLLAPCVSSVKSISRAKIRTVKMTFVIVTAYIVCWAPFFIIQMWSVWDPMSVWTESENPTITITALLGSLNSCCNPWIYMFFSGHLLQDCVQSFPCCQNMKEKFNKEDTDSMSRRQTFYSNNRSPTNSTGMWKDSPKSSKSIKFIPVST
NALP1 yeast inh: blocks the NALP1 inflammasome reconstituted in yeast. S. cerevisiae NALP1/ASC/caspase-1 growth, X-gal OD620, 72 h. 280,000 tested, 0.61% active. inhibition, % at 10 µM. AID 2071; in the data active = inhibition mostly above about 24%, no sharp cut-off; inactive = mostly below about 32%; also: some compounds called inactive have numbers as strong as hits
Numbers without * were called inactive; / = not tested or not shown; & = joins results of further samples; [ ] = dose if it differs, or a comment.

SMILES	OXTR agonist	MEKK3 PB1 HTS	MEKK2 mut-MEK5	MEKK2 WT-MEK5	GPR7 antagonist	PHOSPHO1 inh	GalR3 antagonist	V1R ag counter	NALP1 yeast inh
Cc1[nH]nc(SCC(=O)N2CCCCC2)c1[N+](=O)[O-]	0.2	94	1	100	-11	47	-1	0.2	4
Cc1nc(C(=O)N(C)C)nn1-c1ccc([N+](=O)[O-])cc1	0.7	104	4	105	-7	38	-6	1.4	3
CCOC(=O)c1cc2c(n(-c3ccc(Cl)cc3)c1=O)CCCC2=O	-0.8	98	-7	92	-11	-20	-7	0.1	39
Cc1nn(C(C)C(=O)N2CCOCC2)c(=O)c2nn(-c3ccccc3)c(C)c12 (configuration not stated)	6.6	103	3	105	-10	22	-4	-0.2	9
C/C(=N\Nc1nnc2c3ccccc3n(C)c2n1)c1ccc(C)o1	-1.1	94	-2	96	-9	-16	3	1.0	13
COc1ccccc1N1CCN(C(=O)CCN2C(=O)c3cccc4cccc(c34)C2=O)CC1	-0.6	103	-6	96	-6	9	2	3.3	45*
N/C(=N\NS(=O)(=O)c1ccccc1C(F)(F)F)c1ccccn1	-1.1	103	1	100	-17	21	-3	2.5	0
CCn1cc(Br)c(C(=O)N2CCN(c3ccccc3)CC2)n1	0.6	105	2	104	-7	-7	-5	0.4	25
CC(C)c1cccc(C(C)C)c1OC(=O)NC(=O)c1c(F)cccc1F	-1.5	107	4	103	22	14	-3	-0.9	23
O=C(C1CCN(S(=O)(=O)c2cc(Cl)ccc2Cl)CC1)N1CCOCC1	0.3	98	-5	98	0	35	-9	1.1	9
CCn1c(=O)cc(N2CCN(C(=O)c3ccco3)CC2)[nH]c1=O	-0.1	95	-1	99	-5	11	1	-0.2	-6
O=C(OC1CCOC1=O)c1cccc(S(=O)(=O)Nc2cccc(Cl)c2)c1 (configuration not stated)	2.6	100	-1	98	-4	2	3	6.7	32
CC(C)CN(C(=O)CN(C)S(=O)(=O)c1ccc(Cl)cc1)C1CCS(=O)(=O)C1 (configuration not stated)	-0.5	106	12	112	-13	/	-1	-0.3	-12
O=C(C1=C[C@@H](C2CCCCC2)C[C@@H](OCc2ccc(CO)cc2)O1)N1CCN(Cc2ccc3c(c2)OCO3)CC1	-1.4	106	5	115	-7	28	-6	0.1	5
COc1ccc(C)cc1S(=O)(=O)N1CCCC(C(=O)N2CCN(c3ccccc3F)CC2)C1 (configuration not stated)	1.7	102	7	102	-8	43	-4	5.4	17
Cc1ccc(NC(=O)c2ccc(OC(=O)c3cc4ccccc4o3)cc2)cc1	0.9	105	5	108	-2	32	-5	-0.2	18
O=C(CSCc1ccco1)N1CCc2ccccc21	-1.4	98	-2	94	-4	22	/	-0.2	12
CCn1nnnc1SCC(=O)NCc1cccs1	0.2	105	2	111	10	27	-5	0.0	6
COc1cc(-c2nc(S(=O)(=O)c3ccc(C)cc3)c(N3CCOCC3)o2)cc(OC)c1OC	0.5	/	/	/	-14	3	-2	1.2	40
Cc1cccc(NC(=O)CCCn2c(=S)[nH]c3ccccc3c2=O)c1	-2.1	98	-1	94	-11	37	5	-1.4	9
COCCCn1c(SCC(=O)N2CCc3ccccc32)nnc1-c1ccco1	-0.3	112	2	107	-8	-8	-2	1.2	-6
CNc1nc(SCc2ccccc2)nc(N2CCOCC2)n1	-1.0	102	5	103	-1	21	-8	-0.4	9
Cc1nc(C)n(C(C)CNS(=O)(=O)c2ccc(Cl)cc2)n1 (configuration not stated)	0.4	103	3	101	-5	26	-8	0.8	10
Cc1ccc(NC(=O)c2cc(-c3cccs3)on2)cc1	0.1	95	-3	97	-4	-4	-2	0.9	32
CCOC(=O)CNC(=O)CSc1cc(C)nc2ccc(OC)cc12	-1.8	98	-12	81	-1	20	-3	-0.3	-7
CCOc1nc(Nc2ccc(F)cc2)nc(N2CCN(c3ccc(OC)cc3)CC2)n1	-0.8	101	-4	105	-3	8	0	0.7	8
CCn1c(CNc2ccc(F)cc2)nnc1SCCN1CCCCC1	0.8	103	1	107	11	34	-8	0.0	-12
COc1ccc(NC(=O)CCNS(=O)(=O)c2ccccc2F)cc1S(N)(=O)=O	0.1	104	1	103	-8	17	-6	0.5	-4
CCOC(=O)c1cn[nH]c1NC(=S)Nc1ccc(OC)cc1	-0.4	50*[inhibitor]	-21	62	30*	-14	-5	0.5	24
CCOc1ccc(CCNC(=O)CS(=O)(=O)Cc2nc(-c3ccc(OC)cc3)oc2C)cc1	3.2	98	1	99	-2	64*	-2	3.2	11
CCOc1ccccc1OCCCCCc1c(C)n[nH]c1C	5.3	102	1	99	-11	2	-4	3.8	-2
O=C(CNC(=O)c1ccco1)NCC(=O)OCc1ccc(Cl)cc1	0.1	102	0	105	-9	11	-3	-0.4	-2
COc1ccccc1NC(=O)C1CCN(S(C)(=O)=O)CC1	0.9	103	1	101	-10	-2	-6	1.6	21
CCN1CCN(C(c2cccs2)C(C)NC(=O)c2ccccc2OC)CC1 (configuration not stated)	-0.9	105	8	110	-4	8	/	0.2	/
COC(=O)Cc1c(C)c2ccc(OCC(=O)NCc3ccc4c(c3)OCO4)cc2oc1=O	0.4	99	2	100	-13	-21	5	0.2	8
O=C1CCCC2=C1Sc1ccccc1N2	-1.6	92	-10	92	-7	18	-3	0.8	14
Clc1ccc(-c2nnc(-c3cccnc3)o2)cc1	-1.8	101	21	105	-8	30	-7	-0.2	9
OCCNCCO	0.0	102	2	102	5	-13	-5	0.5	12
CC(C)CCOP(=O)(c1ccc(N(C)C)cc1)C(O)c1ccccc1F (configuration not stated)	-1.8	102	1	100	-1	-6	-4	-1.4	19
COc1ccc(CCN(Cc2nc3ccccc3c(=O)[nH]2)C(=O)C2CC2)cc1	-1.1	100	-6	100	4	33	-7	7.8	8
CC(=O)c1c(O)c2ccccc2n(C(C)C)c1=O	-1.2	100	1	104	-10	27	2	-0.5	31*
CC(C)NC(=O)c1ccc(CN2CCc3ccccc3C2)cc1	/	104	10	106	-12	41	-3	/	15
CCOC(=O)/C(C#N)=C1/C=C(C)NC(c2ccccc2O)=N1	15	101	2	102	-19	-3	-8	6.9	-3
Cn1cc([N+](=O)[O-])c(C(=O)N2CCN(Cc3ccc4c(c3)OCO4)CC2)n1	0.4	102	2	103	-16	27	2	0.6	0
Cc1ccc2nc(-c3ccncc3)c(NC3CCCCC3)n2c1	-1.1	105	1	100	-7	20	-4	0.1	3
COc1ccc([N+](=O)[O-])cc1NCc1cccnc1	-1.2	91	-9	89	-2	-3	-8	0.0	5
COCCn1c(C)cc(C(=O)CN2CCCCC2)c1C	0.3	97	-11	91	-15	-7	-4	0.8	11
CCCn1c(C2CCCN2c2nc(-c3ccc(C)cc3)cs2)nc2ccccc21 (configuration not stated)	-1.9	105	1	110	-13	-13	-3	0.3	8
CC/C(=N\NC(=O)c1nnn(-c2nonc2N)c1-c1ccc2c(c1)OCO2)c1ccccc1	3.2	100	2	99	-5	20	-8	4.2	9
CN(C)CCCNCCCNC(=O)c1ccncc1	1.3	100	3	101	-14	-2	-3	1.5	-22

In a second layout: results already given.
Results follow in this order: OXTR agonist	MEKK3 PB1 HTS	MEKK2 mut-MEK5	MEKK2 WT-MEK5	GPR7 antagonist	PHOSPHO1 inh	GalR3 antagonist	V1R ag counter	NALP1 yeast inh
Cn1cc([N+](=O)[O-])c(C(=O)N2CCN(Cc3ccc4c(c3)OCO4)CC2)n1
  0.4	102	2	103	-16	27	2	0.6	0
Cc1ccc2nc(-c3ccncc3)c(NC3CCCCC3)n2c1
  -1.1	105	1	100	-7	20	-4	0.1	3
COc1ccc([N+](=O)[O-])cc1NCc1cccnc1
  -1.2	91	-9	89	-2	-3	-8	0.0	5
COCCn1c(C)cc(C(=O)CN2CCCCC2)c1C
  0.3	97	-11	91	-15	-7	-4	0.8	11
CCCn1c(C2CCCN2c2nc(-c3ccc(C)cc3)cs2)nc2ccccc21 (configuration not stated)
  -1.9	105	1	110	-13	-13	-3	0.3	8

Additional compounds:
SMILES	OXTR agonist	MEKK3 PB1 HTS	MEKK2 mut-MEK5	MEKK2 WT-MEK5	GPR7 antagonist	PHOSPHO1 inh	GalR3 antagonist	V1R ag counter	NALP1 yeast inh
CC(C)c1ccc(S(=O)(=O)N2CCC3(CC2)OCCO3)cc1	1.9	100	5	107	12	/	-4	1.5	21
CCC(CC)C(=O)Nc1cc(C(=O)OC)cc(C(=O)OC)c1	-2.3	97	-7	94	-4	21	-3	0.0	28
CCOC(=O)C1=C(CCc2ccccc2)NC(=O)NC1c1ccc2ccccc2c1 (configuration not stated)	-1.4	101	-9	85	-11	-2	-5	-0.1	11
CCCOc1ccc(CSc2nc3ccccc3[nH]2)cc1	5.6	/	/	/	4	3	86*	3.4	7
O=C(CSc1nnc(-c2ccco2)n1-c1ccccc1)NCC1CCCO1 (configuration not stated)	1.0	101	3	98	-4	21	1	1.2	10
COc1ccc(/C=N/NC(=O)Nc2cccc3nsnc23)c(OC)c1	-0.1	96	0	96	-8	2	1	-0.4	30
COc1cccc2cc(/C(=N/O)c3ccccc3)oc12	-3.0	103	1	99	-22	32	-8	-1.2	4
Cc1nn(-c2ccccc2)c(C)c1/C=N/NC(=O)c1cc(C2CC2)[nH]n1	-0.7	91	-10	85	-11	5	0	0.4	/
NC(=O)CN1C(=O)C(O)(CC(=O)/C=C\c2ccc3c(c2)OCO3)c2ccccc21 (configuration not stated)	-1.1	100	-17	84	-16	-5	-3	1.1	8
COc1ccc(CCN2C(=O)CC(Cc3ccccc3)C2=O)cc1OC (configuration not stated)	1.1	105	9	105	-4	27	3	1.5	/
COc1cc(C(=O)Nc2ccc(C)cn2)c([N+](=O)[O-])cc1OC	-0.1	102	2	101	-13	-3	-7	0.3	10
O=C(Nc1ccc(F)cc1F)c1cccn1-c1ncc(C(F)(F)F)cc1Cl	-1.8	108	7	103	-15	15	-6	-1.8	23
Cc1nc(C)n(CC(O)COc2ccc3ccccc3c2)n1 (configuration not stated)	2.9	102	1	98	-4	29	-3	2.9	9
COC(CNC(=O)c1ccc(CS(=O)(=O)c2ccccc2)o1)OC	-0.3	104	3	105	-14	28	-6	-0.8	5
CC(CCCCC(=O)Nc1ccc(C(F)(F)F)cc1)NCCc1cnc[nH]1 (configuration not stated)	-0.8	102&95	6&2	122&106	-4	56	/	-0.2	9
O=C(CCN1C(=O)/C(=C/c2ccc3c(c2)OCO3)SC1=S)Nc1ccccc1	-0.1	106	28	105	-11	-33	9	0.0	13
CN(C)CCNC(=O)CNC(=S)N(CCCN1CCOCC1)Cc1cccs1	-0.3	117	0	112	-1	16	2	1.0	11
COc1ccc2c(c1)C(=O)N(Cc1ccccc1)C(=O)C2(C)C	-2.0	99	0	106	-7	28	-9	-0.6	19
Nc1nc(=S)[nH]c2c1C1(CCCC1)Cc1ccccc1-2	-0.9	107	5	105	-8	54	2	0.4	-2
Cc1cc2cc(C#N)c(N3CCOCC3)nc2cc1Cl	-1.2	106	5	101	11	7	-6	1.9	-1
COc1ccc(C(CCN2CCCCC2)c2c(O)cc(OC)cc2OC)cc1 (configuration not stated)	4.2	94	2	96	/	36	-3	3.4	-6
O=c1[nH]c(C2CCN(S(=O)(=O)c3ccc(S(=O)(=O)NC4CC4)cc3)CC2)nc2c1nnn2Cc1ccc(F)cc1	1.2	97	0	90	5	-1	-7	1.1	10
CCc1c(C)c2cc(Cl)c(O)c(CN3CCCC3)c2oc1=O	/	104	-4	104	4	19	-11	/	21
NNc1nc2c(Cl)cccc2s1	-1.5	100	-1	96	-4	11	-1	-1.8	24
FC(F)(F)c1cnc(Sc2nnc(-c3cccs3)n2CC2CCCO2)c(Cl)c1 (configuration not stated)	-1.5	97	4	95	-3	3	0	0.1	-19
